Screens deposited in PubChem BioAssay by Emory University Molecular Libraries Screening Center.
PGE2 EP2 inh: blocks the human prostaglandin E2 receptor EP2. AID 1422. P43116. C6 glioma cells expressing human EP2, cAMP TR-FRET; cells stimulated with saturating PGE2. actives 0.52% (n = 260,000). inhibition, % at 25 µM;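 active = percent inhibition above 40 after rounding to a whole number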;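 note: rat C6 glioma host cells with rolipram phosphodiesterase inhibitor present; the protocol text gives 20 µM as final concentration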
Target sequence (P43116 whole entry, looked up): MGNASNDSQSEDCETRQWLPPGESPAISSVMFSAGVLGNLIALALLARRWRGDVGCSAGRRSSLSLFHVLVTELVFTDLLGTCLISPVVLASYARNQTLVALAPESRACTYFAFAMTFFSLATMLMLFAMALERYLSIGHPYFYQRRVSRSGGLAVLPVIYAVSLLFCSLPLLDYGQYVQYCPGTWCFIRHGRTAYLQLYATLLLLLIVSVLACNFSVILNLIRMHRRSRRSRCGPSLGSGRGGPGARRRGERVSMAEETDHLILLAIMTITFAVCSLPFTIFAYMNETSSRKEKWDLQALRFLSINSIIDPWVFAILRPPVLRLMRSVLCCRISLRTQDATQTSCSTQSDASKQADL
Active calls of the source: *. An excerpt; rates above refer to the full screens.

The first six records as a preview:
SMILES	PGE2 EP2 inh
CCc1c(C)nc2ncnn2c1N1CCCC(C(=O)Nc2nnc(C)s2)C1 (configuration not stated)	10.5
Cc1nn(CCC(=O)N2CCc3c([nH]c4ccc(Cl)cc34)C2)c(C)c1C	10.0
CCOCc1nnc(NC(=O)C2CC(=O)N(c3ccc(C)cc3)C2)s1 (configuration not stated)	12.7
CN(C)CCSS(=O)(=O)O	12.3
CC1CCCN(C(=O)CSc2nc3c(c(=O)n(C)c(=O)n3C)n2Cc2ccc(F)cc2)C1 (configuration not stated)	10.1
Fc1ccccc1C1CCN(Cc2nnnn2C2CCCC2)CC1	3.2

The list itself, previewed entries included:
SMILES	PGE2 EP2 inh
CCc1c(C)nc2ncnn2c1N1CCCC(C(=O)Nc2nnc(C)s2)C1 (configuration not stated)	10.5
Cc1nn(CCC(=O)N2CCc3c([nH]c4ccc(Cl)cc34)C2)c(C)c1C	10.0
CCOCc1nnc(NC(=O)C2CC(=O)N(c3ccc(C)cc3)C2)s1 (configuration not stated)	12.7
CN(C)CCSS(=O)(=O)O	12.3
CC1CCCN(C(=O)CSc2nc3c(c(=O)n(C)c(=O)n3C)n2Cc2ccc(F)cc2)C1 (configuration not stated)	10.1
Fc1ccccc1C1CCN(Cc2nnnn2C2CCCC2)CC1	3.2
CC1CCCCN1C(=O)CCSc1nc(-c2ccc3c(c2)OCO3)cc(C(F)(F)F)n1 (configuration not stated)	15.8
CC(C)(C)C(=O)Nc1ccc2oc(=O)ccc2c1	13.3
Cc1nnc(NC(=O)COc2ccc(Cl)c(C)c2)s1	6.3
Cc1cc2cc(CN(CCCO)C(=S)NCC3CCCO3)c(=O)[nH]c2cc1C (configuration not stated)	5.7
O=C(NCc1nc(-c2ccncc2)n[nH]1)c1ccc(F)c(F)c1	4.6
COc1ccc(C(=O)N2CCC3(CC2)NC(=O)c2cccnc2N3C)cc1Cn1cccn1	8.2
CS(=O)(=O)N1CCCc2cc(C(O)CN3CCN(c4cnccn4)CC3)ccc21 (configuration not stated)	8.6
O=C(Cn1nc(C(F)(F)F)c2c1CCCC2)NC1CCCCC1	5.2
COc1ccc(-c2noc(-c3cccc(OC)c3OC)n2)cc1	9.6
CN(C(=O)NC1(C)CCS(=O)(=O)C1)C1(C)CCS(=O)(=O)C1 (configuration not stated)	9.4
O=C(O)c1c2ccccc2cc2ccccc12	11.5
CC1(C)Cc2c(ccc3ccccc23)-c2nnc(-c3cccc(N)c3)n21	7.5
Cn1c(=O)c2c([nH]c(=S)n2Cc2cccc3ccccc23)n(C)c1=O	10.5
COC(=O)c1ccc(-n2nnnc2SCC(=O)Nc2nc3ccccc3s2)cc1	8.0
CC(=O)c1ccc(OC(=O)N2CCOCC2)cc1	12.2
Cc1cc(C)cc(NC(=O)CCN2CCC(C(N)=O)CC2)c1	19.6
O=C1CC(C(=O)Nc2ccc(Cl)cc2)C2(CCCC2)O1 (configuration not stated)	8.0
O=C(NCCc1nc(-c2cccnc2)n[nH]1)C1(c2ccc(Cl)cc2)CC1	6.8
CCN1CCN(CCC(=O)Nc2cc(C)ccc2OC)CC1	8.6
C=CCn1c(N2CCC(Cc3ccccc3)CC2)nc2c1c(=O)[nH]c(=O)n2C	7.3
O=C1c2ccccc2S(=O)(=O)c2cc(N3CCN(C(=O)c4ccccc4)CC3)ccc21	9.7
O=C(NC1CCN(S(=O)(=O)c2ccccc2C(F)(F)F)CC1)c1ccco1	10.8
Cc1ncc([N+](=O)[O-])n1CC(=O)Nc1cccc(C(F)(F)F)c1	13.1
N=C(N)c1ccc(-c2ccc(-c3ccc(C(=N)N)cc3)o2)cc1	52.4*
Cc1ccc(C)c(/C(O)=C2/C(=O)C(=O)N(CCCN3CCOCC3)C2c2ccc(C)o2)c1 (configuration not stated)	8.0
O=C(CCN1CCOCC1)Nc1ccc(F)cc1F	8.3
CCC(=O)N(C)c1nc(-c2cc(OC)ccc2OC)cs1	6.5
O=C(Cc1cccc(F)c1)NCCn1nc(-c2cccs2)ccc1=O	7.6
O=C(NCCCN1CCCC1=O)/C(=C/c1ccco1)NC(=O)c1ccccc1	24.6
COc1ccccc1CN(Cc1coc2ccc(Cl)cc2c1=O)CC1CCCO1 (configuration not stated)	7.9
CCc1cc2cc3c(cc2nc1SCC(=O)c1ccccc1F)OCO3	1.7
COCCSc1ccccc1C(=O)Nc1ccc(S(=O)(=O)N2CCCCC2)cc1	9.1
Cc1nc2c(c(=O)[nH]1)CN(Cc1ccc(N3CCCC3)c(F)c1)CC2	9.7
COCCNC(=O)c1ccccc1NC(=O)CN1C(=O)c2cccc3cccc1c23	8.8
CCOC(=O)Cn1nnnc1CN(Cc1cc2c(C)ccc(C)c2[nH]c1=O)C1CCCCC1	11.8
O=C(NCc1cccs1)c1cc(-c2ccccc2Cl)on1	10.9
Cc1noc(C)c1CCC(=O)N1CCCC(c2nc3ccccc3c(=O)[nH]2)C1 (configuration not stated)	7.5
O=c1[nH]c2cc3c(cc2cc1C(c1nnnn1C1CCCCC1)N1CCCCC1)OCCO3 (configuration not stated)	6.8
CCCC(=O)N1CCN(c2ccc(NC(=O)CC)cc2)CC1	9.6
CCN(CC)c1ccc(NC(=O)CSc2n[nH]c(C)n2)cc1	8.5
CN(C)c1ccc(NC(=O)Cn2nc(-c3cccs3)cc(N)c2=O)cc1	8.9
COc1ccc(S(=O)(=O)N2CCC(C(=O)Nc3c(C)cc(C)cc3C)CC2)cc1C	4.2
OCCCNC(c1ccccc1)c1ccncc1 (configuration not stated)	12.6
CC1CCN(CC(=O)NNC(=O)c2cccc(Br)c2)CC1	11.2
COc1ccccc1/C=C1\C(=O)NC(=O)N(c2ccc3c(c2)OCO3)C1=O	1.5
CC(=O)Nc1ccc(NC(=O)C2CCCN(S(=O)(=O)c3ccc(Cl)cc3)C2)cc1 (configuration not stated)	37.8
Cc1ccc2nc3c(cc(C(=O)NCC4CCCO4)c(=N)n3C(C)C)c(=O)n2c1 (configuration not stated)	8.8
O=C(CN1C(=O)[C@@H]2CCCN2C(=O)c2ccccc21)NCc1cccc(F)c1	11.3
CCNC(=O)C(=O)NCCN1CCOCC1	5.3
CCOCCCNC(=O)c1nc2c(nnn2Cc2cccc(Cl)c2)c(=O)[nH]1	2.5
COc1cccc(NC(=O)N2C3CCC2CC(O)(c2cccnc2)C3)c1 (configuration not stated)	16.8
CCc1cc2ccccc2nc1SCC(=O)OC(C)C	8.9
Cn1c(SCC(=O)O)nnc1-c1ccc2c(c1)OCO2	4.5
O[C@H]1C=C2CCN3Cc4cc5c(cc4C(C23)[C@@H]1O)OCO5 (some centres not stated)	16.2
Next structures.
SMILES	PGE2 EP2 inh
O=c1oc2ccc(Br)cc2cc1-c1nnc(-c2ccccc2O)o1	6.5
O=C(NCc1ccccc1)N(CCN1CCOCC1)Cc1cc2cc3c(cc2[nH]c1=O)OCO3	8.0
CC(CN1CCN(C)CC1)OC(=O)COc1ccc(Cl)cc1Cl (configuration not stated)	13.2
COc1cc(OC)c2c(=O)c(-c3ccccc3)c(C)oc2c1OC	8.1
O=C(Nc1ccc(N2CCN(C(=O)c3cccs3)CC2)c(Cl)c1)c1ccc(F)cc1	7.2
Cc1cc2ccccc2n2c(SCc3cc(=O)[nH]c4ccccc34)nnc12	4.7
Cc1c(CN(C)C(=O)CSc2nc(-c3cccs3)cc(C(F)(F)F)n2)cnn1C	6.5
CCN1CCCC1CN(Cc1cnc(N(C)C)nc1)Cc1ccccn1 (configuration not stated)	6.5
CC(=O)Nc1ccc(NC(=O)C2CCCN2C(=O)NCc2ccccc2)cc1 (configuration not stated)	16.5
CC(C)(C)C1CCc2c(sc(NC(=O)c3nc4ncccn4n3)c2C#N)C1 (configuration not stated)	11.0
COCCCN1C(=O)C(=O)/C(=C(\O)c2ccc(OC)cc2C)C1c1cccs1 (configuration not stated)	15.0
CC1=CC(=O)CC(C)(C)[C@]1(O)/C=C/C(C)=C/C(=O)O	12.6

A draw from above in order of molar mass, rising:
SMILES	PGE2 EP2 inh
CCN1CCCC1CN(Cc1cnc(N(C)C)nc1)Cc1ccccn1 (configuration not stated)	6.5
CC(CN1CCN(C)CC1)OC(=O)COc1ccc(Cl)cc1Cl (configuration not stated)	13.2
COCCCN1C(=O)C(=O)/C(=C(\O)c2ccc(OC)cc2C)C1c1cccs1 (configuration not stated)	15.0
O=C(Nc1ccc(N2CCN(C(=O)c3cccs3)CC2)c(Cl)c1)c1ccc(F)cc1	7.2
O=C(NCc1ccccc1)N(CCN1CCOCC1)Cc1cc2cc3c(cc2[nH]c1=O)OCO3	8.0

Following part
SMILES	PGE2 EP2 inh
O=C(CNC(=O)c1cccs1)NCC(=O)OCc1ccc2ccccc2c1	12.0
COC(=O)Cc1[nH]nc2c1C(c1cccc(F)c1)C(C#N)=C(N)O2 (configuration not stated)	8.8
CCOc1ccc(NC(=O)CSc2nnnn2-c2cccc(OC)c2)cc1	5.0
Cc1cc2cc(CN(C(=S)NCCCN(C)C)C3CCCCC3)c(=O)[nH]c2cc1C	11.8
CC(=O)c1cc(C(=O)N2CCCC(c3noc(-c4ccccn4)n3)C2)cs1 (configuration not stated)	8.6
COc1ccc(N2CCN(C(c3ccccc3F)c3nnnn3C3CCCCC3)CC2)cc1 (configuration not stated)	7.6
CC(=O)N1CCCc2cc(C(O)CN3CCCC(C)C3)ccc21 (configuration not stated)	6.4
CCOC(=O)c1sc(NC(=O)CSc2nnc3cc(C)c4cc(C)cc(C)c4n23)nc1C	13.8
COc1cc2c(cc1CN(CCCn1ccnc1)Cc1ccccc1C)OCO2	4.4
Cc1cc(C)nc(SCc2nnc(SCC(=O)N3CCCCC3)n2-c2cccc(Cl)c2)n1	5.4
CC(C)c1nnc(SCC(=O)Nc2cccc(F)c2)n1C	11.3
CCOc1ccc(NC(=O)CSc2nnc(-c3ccccc3C)o2)cc1	22.6
CC12CCC(c3nnc4nc(-c5ccc(F)cc5)cn4c31)C2(C)C (configuration not stated)	1.1
Cc1nn(CC(=O)N2CCN(c3ccccc3F)CC2)c(=O)c2cc3occc3n12	3.9
Cc1cccc(NC(=O)C2CCN(c3cnccn3)CC2)c1C	12.6
Cc1[nH]c2c(C(=O)NC(C)c3nc(-c4cccnc4)no3)cccc2c1C (configuration not stated)	5.8
CC(C)(C)C1=NN(C(=O)c2ccc(Cl)cc2)C(O)(C(F)(F)F)C1 (configuration not stated)	8.5
Cc1ccc(NC(=O)CSc2nnc(CSc3nc(C)cc(C)n3)n2C)c(C)c1	17.7
COc1ccc(OCc2nnc(SCC(=O)N3CCOCC3)n2-c2ccc(C)cc2)cc1	6.7
Cc1cc(Cl)ccc1OCC(=O)Nc1ccc2oc(=O)ccc2c1	8.5
CCCn1c(SCC(=O)Nc2ccccc2CC)nnc1-c1ccoc1C	15.0
OCCNc1ncnc2c1ncn2[C@H]1O[C@@H](CO)[C@H](O)[C@H]1O	10.5
COC(=O)c1c(NC(=O)c2ccc(OC)cc2)sc(C(=O)NC2CCCCC2)c1C	6.5
c1csc(-c2cc3cccnc3n2CCN2CCOCC2)c1	10.8
Cc1cccc(N(C(=O)c2csnn2)C(C(=O)NC(C)(C)C)c2ccco2)c1C (configuration not stated)	13.4
CC(C)n1c(=O)oc2cc(S(=O)(=O)N3CCN(c4ccccn4)CC3)ccc21	5.0
Cc1cc(S(=O)(=O)N2CCCC2)ccc1-n1cnnn1	4.7
COc1ccc(C(=O)O)cc1Cn1cccn1	10.6
CCC(C)(C)NC(=O)CN(C(=O)c1ccc(N2CCCC2)nc1)c1ccc(F)cc1	5.2
COc1ccc(OCC(=O)NNC(=O)c2ccco2)cc1	9.6
CCCN1CCN(C(c2cc3cc(C)ccc3[nH]c2=O)c2nnnn2C(C)(C)C)CC1 (configuration not stated)	11.4
C=C(C)CN1CCN(Cc2ccc(OCC(=O)N3CCOCC3)cc2)CC1	1.8
N=C(N)SCC(=O)O	11.0
COc1ccc(CN[C@H](C)C(=O)O)cc1	10.1
CCC(c1nnnn1C1CCCCC1)N(Cc1cccs1)Cc1cc2cc(C)cc(C)c2[nH]c1=O (configuration not stated)	7.1
COc1cccc(NC(=O)c2ccc3c(c2)N(CC(=O)Nc2ccccc2)C(=O)C(C)(C)O3)c1	15.2
CCOc1cccc(C2C(C(=O)c3cccs3)=C(O)C(=O)N2c2nnc(C)s2)c1 (configuration not stated)	16.1
Cn1c(=O)oc2cc(S(=O)(=O)NCC(=O)O)ccc21	10.5
COC(C(=O)N1CCC(n2cnc3cccnc32)CC1)c1ccccc1 (configuration not stated)	5.0
CCC(C)(C)n1nnnc1C(c1cccc(OC)c1OC)N1CCN(Cc2ccccc2)CC1 (configuration not stated)	10.2
CC1(C)Cc2nc3sc(C(=O)NN)c(N)c3cc2CO1	8.6
CCn1cc(CNC(=O)c2cnn3c(C(F)F)cc(-c4ccccc4)nc23)c(C)n1	5.1
CCCn1ncc(C(=O)N2C[C@H](C(=O)O)[C@@H](c3ccccc3F)C2)c1C	5.7
CC1CCCN(c2nc3c(c(=O)[nH]2)CCN(Cc2ccc(Cl)c(Cl)c2)C3)C1 (configuration not stated)	12.3
CCOc1ccccc1NC(=O)c1sc(NC(C)=O)c(C(=O)OC)c1C	10.1
CCN(CC)C(=O)Cn1nc(C)n2c(cc3oc(C)cc32)c1=O	1.1
COc1ccccc1N1CCN(C(=O)CSc2nnc3c(C)cc4ccccc4n23)CC1	5.8
CCNC(=S)N(Cc1ccccc1)Cc1cc2cc(OC)ccc2[nH]c1=O	18.7
CCNC(=S)N1CCN(c2nc(-c3ccc(F)cc3)cs2)CC1	11.3
COc1ccccc1CNC(=O)Cn1ncc2cccn2c1=O	3.2
S=c1nn[nH]n1C1CCCCC1	13.5
CO/N=C(/C(=O)N[C@@H]1C(=O)N2C(C(=O)O)=C(COC(C)=O)CS[C@H]12)c1csc(N)n1	10.7
Cc1cnc(C)c(N2CCC(C(=O)NCC3CC3)CC2)n1	13.1
Cc1cc(NC(=O)c2ccc(Br)o2)ccc1NC(=O)c1ccco1	7.1
CCn1c2ccccc2c2cc(CNCc3ccco3)ccc21	5.9
CS(=O)(=O)N1CCCc2cc(C(O)CN3CCCC3)ccc21 (configuration not stated)	5.9
CCS(=O)(=O)N1CCC[C@H](Cn2nc(-c3cccs3)ccc2=O)C1	4.8
COC(=O)COc1ccc(C2C(C#N)=C(N)Oc3n[nH]c(C)c32)cc1 (configuration not stated)	10.4
COc1ccc2nc(SCC(=O)c3ccc(F)cc3)c(C#N)cc2c1	17.4
